Assay outcomes deposited in PubChem BioAssay by several laboratories.
PPARg SRC3 recr: agonists of human PPARgamma SRC-3 coactivator recruitment. biochemical PPARgamma/SRC-3 coactivator recruitment assay. P37231. activation, % at 8 µM. actives 0.26% (n = 200,000). AID 731; in the data active = activation above about 23%;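 note: 0% = DMSO and 100% = reference agonist; some compounds past the cut are filed as inactive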
Target sequence (P37231 whole entry, looked up): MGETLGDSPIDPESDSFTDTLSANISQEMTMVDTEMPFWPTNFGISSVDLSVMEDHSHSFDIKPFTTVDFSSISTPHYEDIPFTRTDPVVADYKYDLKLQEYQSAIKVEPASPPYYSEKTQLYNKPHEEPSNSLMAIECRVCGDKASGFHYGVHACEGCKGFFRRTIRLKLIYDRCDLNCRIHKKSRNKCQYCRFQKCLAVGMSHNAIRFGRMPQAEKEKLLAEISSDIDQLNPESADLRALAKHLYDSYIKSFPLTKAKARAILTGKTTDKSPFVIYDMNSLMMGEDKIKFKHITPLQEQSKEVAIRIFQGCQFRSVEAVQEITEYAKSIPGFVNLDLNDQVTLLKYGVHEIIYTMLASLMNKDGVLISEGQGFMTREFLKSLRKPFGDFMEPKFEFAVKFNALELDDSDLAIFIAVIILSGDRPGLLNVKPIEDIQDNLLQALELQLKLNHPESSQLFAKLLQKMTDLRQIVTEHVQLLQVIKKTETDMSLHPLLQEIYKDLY
G6PDH CS: L. mesenteroides G6PDH inhibition counter-screen; Purified L. mesenteroides G6PDH, diaphorase/resazurin coupled fluorescence, 45 min; inhibition, % at 5 µM; actives 0.12% (n = 200,000); AID 1020; in the data active = inhibition above about 50%
PMI activator: activators of human phosphomannose isomerase; P34949; purified human PMI, coupled resazurin fluorescence, 20 min; hits give high values; 1 = vehicle control, 0 substrate-free wells; activation factor at 20 µM; actives 0.005% (n = 190,000); AID 1214;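 active = activation factor of 2 or more at 20 µM, relative to plate controls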
PMI act satM6P: PMI (human) activation, high substrate; P34949; coupled PMI enzyme assay, resazurin fluorescence, 20 min; hits give high values; 1 = untreated enzyme, 0 = substrate-free blank; activation factor at 20 µM; actives 0.34% (n = 190,000); AID 1216;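 active = activation factor of 2 or more at 20 µM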
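test system = human PMI in coupled enzyme assay | medium = HEPES-buffered pH 7.4 with magnesium and detergent | also added = 1.0 mM mannose-6-phosphate substrate with 0.22 mM NADP+ | compound = 20 µM single dose | times = 20 min incubation at room temperature | measured by = resorufin fluorescence (Ex 544/Em 590 nm) from resazurin via diaphorase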
PPARg SRC2 recr: agonists of SRC-2 recruitment by human PPARgamma. P37231. PPARgamma LBD-SRC-2 recruitment, biochemical. activation, % at 8 µM. actives 0.34% (n = 200,000); in the data active = activation above about 22%;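 note: 0% = vehicle and 100% = reference agonist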
SRC2 TRFRET art: counter-screen for PPARgamma SRC-2 recruitment agonists: TR-FRET artefact; hits give high values; TR-FRET ratio at 8 µM; actives 0.4% (n = 200,000); AID 1049; in the data active = TR-FRET ratio above about 2000; note: inactives centre near 1500
S1P3 antagonist: antagonists of human S1P3 receptor; CHO S1P3 NFAT-BLA reporter, FRET fluorescence, antagonist mode; AID 485; inhibition, % at 4.98 µM; Q99500; actives 0.27% (n = 170,000);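 active = inhibition above the plate cutoff, the mean inhibition of test wells on that plate plus 3 SD, cut at about 28% in these data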;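 note: cells challenged with S1P at its EC80 of 0.8 µM; blue over green emission ratio from cleaved BLA substrate after 4 h stimulation; 0% = S1P-stimulated wells and 100% = unstimulated DMSO-only wells; some compounds past the cut are filed as inactive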
Target sequence (Q99500 whole entry, looked up): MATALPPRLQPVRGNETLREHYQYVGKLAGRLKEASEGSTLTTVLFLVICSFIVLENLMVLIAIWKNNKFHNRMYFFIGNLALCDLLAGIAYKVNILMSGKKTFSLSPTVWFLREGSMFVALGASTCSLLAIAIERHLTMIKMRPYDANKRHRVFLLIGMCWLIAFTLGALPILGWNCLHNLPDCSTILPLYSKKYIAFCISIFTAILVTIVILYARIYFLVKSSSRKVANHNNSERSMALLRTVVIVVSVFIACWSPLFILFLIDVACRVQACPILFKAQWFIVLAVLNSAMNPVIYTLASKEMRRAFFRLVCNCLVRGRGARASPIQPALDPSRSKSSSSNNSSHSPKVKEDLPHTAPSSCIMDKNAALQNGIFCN
ROMK mod: modulators of human ROMK potassium channel; P48048; Tet-inducible ROMK, thallium flux fluorescence; actives lie on both sides; B-score at 10 µM; actives 2% (n = 130,000);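 active = signal ratio slope over the read window, or its plate-corrected B-score, at least 3 SD from the plate mean, either direction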;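 note: B-score of the F/F0 ratio slope over 7 to 12 s after thallium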
PPARg SRC1 recr: PPARgamma-driven SRC-1 recruitment agonism. P37231. PPARgamma-SRC-1 coactivator recruitment biochemical assay. activation, % at 8 µM. actives 0.41% (n = 200,000). AID 631; in the data active = activation above about 19%;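 note: 0% = DMSO and 100% = reference agonist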
Diaph inh CS: counter-screen for diaphorase-based assays: diaphorase inhibitors and chemical oxidizers. diaphorase resazurin-to-resorufin fluorescence, NADH, 16 min; bacterial (C. kluyveri) enzyme, not human. inhibition, % at 20 µM. actives 0.69% (n = 190,000);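 active = primary screen inhibition at 20 µM above a set limit, cut at about 50% in these data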;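 note: plate controls were DMSO with full reaction for no effect and wells lacking NADH for full effect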
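System: Bacterial diaphorase enzyme (C. kluyveri) | Incubation: 16-min room-temperature incubation before reading | Benchmarks: No-NADH positive control and DMSO neutral control | Measured by: Resorufin fluorescence 544/590 nm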
Diaphorase act: activates diaphorase or chemically reduces, flagging diaphorase assay artifacts; Diaphorase/resazurin coupled assay, resorufin fluorescence, 16 min; hits give high values; 1 = vehicle wells, 0 = NADH-free wells; activation factor at 20 µM; actives 0.005% (n = 190,000); AID 1229;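 active = diaphorase activity raised at least twofold by the compound at 20 µM; inactive = activation factor below 2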
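test system = bacterial diaphorase enzyme (C. kluyveri) | quantity = enzyme 0.07 U/mL final | reagent = NADH substrate 0.114 mM plus resazurin dye 0.1 mM, final | incubation = 16 min enzyme reaction, ambient temperature | buffer or medium = HEPES pH 7.4 buffer with MgCl2 and Tween 20 | signal = fluorescence of resorufin, 544 nm excitation, 590 nm emission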
Starred values were filed as active, the others as inactive; . = not tested or not shown.

compound	ROMK mod	SRC2 TRFRET art	G6PDH CS	Diaphorase act	PMI act satM6P	PPARg SRC1 recr	PMI activator	Diaph inh CS	S1P3 antagonist	PPARg SRC2 recr	PPARg SRC3 recr
CN(NC(=O)c1ccco1)c1nc2ccccc2nc1C(F)(F)F	-0.7	1751	12	1.1	1	8	1.1	-8	-17	5	0
CC(NC(=O)Nc1ccc2c(c1)OCO2)c1ccncc1 (centres undefined)	0.25	1576	10	1	1	6	1	0	5	0	1
CCOC(=O)CSc1nnc(Cn2c(=O)sc3ccccc32)n1C	.	1613	9	0.9	1	4	1	6	-2	3	3
Cn1c(=O)c2c(=O)cc(NNC(=O)CC#N)[nH]c2n(C)c1=O	0.43	1678	15	0.9	0.7	10	0.8	10	-14	11	1
Cc1cccc(CSc2nc3sc(C)c(C)c3c(=O)n2Cc2ccco2)c1	.	1652	-3	0.9	1	3	0.9	14	.	9	-2
C=CCN1C(=O)/C(=C/c2ccsc2)SC1=S	.	1551	11	1	1	6	1	2	-18	-4	4
O=C(c1ccc2c(c1)OCO2)N1CCCc2ccccc21	-0.25	1557	6	1	1	2	0.9	3	16	4	2
COc1ccc(C(CC(=O)O)NC(=O)COc2ccc(C)cc2)cc1OC (centres undefined)	-0.034	1576	-5	0.9	1	-5	1.1	13	10	-11	-3
CC(C)N1CCN(Cc2ccc(Oc3ncccn3)cc2)CC1CCO (centres undefined)	0.6	1545	2	1	1	21*	1.1	5	7	-4	2
Cc1nc2sc(C(c3ccccc3)N3CC(C)OC(C)C3)c(O)n2n1 (centres undefined)	0.0074	1618	4	1	1	7	1	2	-16	12	1
COc1ccc(OC)c(NC(=O)CSc2nnc(-c3ccco3)n2-c2ccccc2)c1	.	1593	-21	0.8	0.9	1	0.9	18	14	5	10
O=C(c1cnn2c(C(F)(F)F)cc(-c3ccco3)nc12)N1CCc2ccccc2C1	-0.18	1698	-42	0.8	1	11	0.9	20	2	8	5
O=[N+]([O-])c1cc2c(cc1/C=N\NS(=O)(=O)c1ccccc1)OCO2	.	1390	-15	0.6	1.7	3	1.3	43	.	-3	4
Clc1ccc(Oc2cnns2)c(Cl)c1	0.11	1472	12	1	1	1	1	2	.	-2	-3
Cc1cc(=S)n(-c2ccccc2)n1C	0.96	1350	3	0.8	1	2	0.9	18	-25	-2	-1
O=C(CNC(=O)c1cnccn1)Nc1ccc(F)c(F)c1F	.	1520	6	0.9	0.9	-1	1	14	.	0	-3
COC(=O)c1nn(-c2cccc(C(F)(F)F)c2)c(=O)cc1Sc1ccccn1	.	1528	3	0.9	1	0	1.1	15	.	9	4
Cc1ccc(-c2csc3ncn(/N=C/N(C)C)c(=O)c23)o1	0.092	1619	3	0.9	0.9	9	0.9	12	-3	6	1
Cc1ccc(S(=O)(=O)N2CCN(C(=O)CCC(=O)NC3CCCc4ccccc43)CC2)cc1 (centres undefined)	1.2	1465	-3	0.9	1.1	0	1	9	-6	-2	-10
C=CCn1c(N2C(=O)CC(Cc3ccccc3)C2=O)nc2ccccc21 (centres undefined)	.	1365	2	1	1	1	1	0	15	6	1

Shown as labelled records: part of the list above
> C=CCN1C(=O)/C(=C/c2ccsc2)SC1=S
  ROMK mod: .	SRC2 TRFRET art: 1551	G6PDH CS: 11	Diaphorase act: 1	PMI act satM6P: 1	PPARg SRC1 recr: 6	PMI activator: 1	Diaph inh CS: 2	S1P3 antagonist: -18	PPARg SRC2 recr: -4	PPARg SRC3 recr: 4
> O=C(c1ccc2c(c1)OCO2)N1CCCc2ccccc21
  ROMK mod: -0.25	SRC2 TRFRET art: 1557	G6PDH CS: 6	Diaphorase act: 1	PMI act satM6P: 1	PPARg SRC1 recr: 2	PMI activator: 0.9	Diaph inh CS: 3	S1P3 antagonist: 16	PPARg SRC2 recr: 4	PPARg SRC3 recr: 2
> COc1ccc(C(CC(=O)O)NC(=O)COc2ccc(C)cc2)cc1OC (centres undefined)
  ROMK mod: -0.034	SRC2 TRFRET art: 1576	G6PDH CS: -5	Diaphorase act: 0.9	PMI act satM6P: 1	PPARg SRC1 recr: -5	PMI activator: 1.1	Diaph inh CS: 13	S1P3 antagonist: 10	PPARg SRC2 recr: -11	PPARg SRC3 recr: -3
> CC(C)N1CCN(Cc2ccc(Oc3ncccn3)cc2)CC1CCO (centres undefined)
  ROMK mod: 0.6	SRC2 TRFRET art: 1545	G6PDH CS: 2	Diaphorase act: 1	PMI act satM6P: 1	PPARg SRC1 recr: 21*	PMI activator: 1.1	Diaph inh CS: 5	S1P3 antagonist: 7	PPARg SRC2 recr: -4	PPARg SRC3 recr: 2

(next part)
compound	ROMK mod	SRC2 TRFRET art	G6PDH CS	Diaphorase act	PMI act satM6P	PPARg SRC1 recr	PMI activator	Diaph inh CS	S1P3 antagonist	PPARg SRC2 recr	PPARg SRC3 recr
CCCCN(CC)CCCNC(=O)CC1Nc2ccccc2NC1=O (centres undefined)	.	1542	3	0.9	1	11	1.1	8	13	22*	13
COc1ccc(-c2noc(C(C)n3nc(C)c([N+](=O)[O-])c3C)n2)cc1OC (centres undefined)	.	1456	-1	0.8	1	-4	1.1	20	.	8	-1
Cc1ccc(C(=O)N2CCN(CCNC(=O)C(=O)NC(C)C)CC2)cc1	0.36	1350	6	1.1	1.1	-13	1.1	-5	-6	-7	3
COc1cc(C(=O)N/N=C/c2sc(N3CCOCC3)nc2-c2ccccc2)cc(OC)c1OC	0.6	1525	-2	0.8	1.1	11	1	19	6	1	2
COc1ccccc1/C=C/[C@@H]1C[C@H]2CN(Cc3cccc(Cl)c3)C(=O)[C@]23CCCN13	-1.8	1502	14	.	.	4	.	.	-25	8	0
CCOC(=O)C(CC)Sc1cc(C)nc2ccc(OC)cc12 (centres undefined)	-0.68	1625	-4	0.8	1	2	0.9	16	9	11	-1
Cn1c(=O)cc(SCC(=O)N2CCN(C(=O)c3ccco3)CC2)c2ccccc21	.	2322*	-15	1	1	49*	1	0	4	41*	82*
O=C(CC1Sc2ncnn2C1=O)Nc1ccc(Br)cc1 (centres undefined)	.	1602	9	0.8	0.9	-4	0.7	16	-5	-4	-1
C=CCc1ccc(OCCCCN2CC(C)CC(C)C2)c(OC)c1 (centres undefined)	-0.93	1550	8	0.9	1.1	-6	0.9	13	-7	-5	-2
CC1=C(C#N)C(NC(=O)c2ccccc2Cl)(C(F)(F)F)C(=O)N1 (centres undefined)	0.2	1578	-8	0.9	0.9	3	1	11	-13	2	-4
O=C1c2ccccc2CN1CCNS(=O)(=O)c1ccc2ccccc2c1	.	1664	3	0.9	1	4	1	6	.	-2	7
CC(C)(C)Nc1c(-c2cccs2)nc2ccccn12	.	1642	1	0.9	1.1	4	1	8	-3	2	1
Cc1cc(OCC(=O)N2CCOCC2)c(C(C)C)cc1Cl	.	1687	10	0.9	0.8	-2	0.8	10	-39	7	8
C/C(=N\Nc1nnc(C)c(=O)[nH]1)C(=O)O	.	1689	8	0.7	0.6	-4	0.6	28	.	-1	6
COc1ccc2c(C)cc(N3CCOCC3)nc2c1	.	1444	4	0.9	1	2	1	11	.	-2	2
Fc1ccc(COc2cccc(CNCc3ccncc3)c2)cc1	-1.6	1380	6	1	1.2	-6	1.1	0	2	-7	0
Nc1nonc1-n1nnc(C(=O)N/N=C/c2ccc(Br)cc2)c1CSC1=NCCS1	.	1441	-22	0.8	1	-8	0.9	18	-17	-9	-1
COc1ccc(C(=O)C2CCCN(C(=O)c3cccnc3OC)C2)c(C)c1 (centres undefined)	-1	1786	10	1.1	1.1	3	1	-10	-17	2	8
CCc1nnc(NC(=O)CSc2nnc(CNc3cccc(Cl)c3)n2CC)s1	-0.25	1210	-4	0.8	1	-6	0.9	15	.	-7	-2
COc1ccc(C(=O)NN2CC(O)=C(c3nc4ccccc4n3C)C2=N)cc1OC	-0.056	1425	4	0.8	1	-5	0.9	15	4	-1	-2
CC(C)CC(=O)N1CCC(O)(CS(=O)(=O)Cc2ccccc2Cl)CC1	.	1500	13	0.9	0.9	2	0.9	6	.	-1	10
O=C(CCS(=O)(=O)c1ccc(Br)cc1)Nc1cc(F)ccc1F	-0.022	1508	2	0.8	0.9	-2	0.9	23	-10	-6	1
O=C1CC(c2ccc(F)cc2)Cc2nc(N3CCc4ccccc43)ncc21 (centres undefined)	.	.	0	1	1	.	0.9	4	-6	.	.
O=C(c1cc(-c2ccccc2)on1)N1CCc2ccccc2C1	0.7	1602	13	1.1	1.1	0	1	-7	-5	-2	2
S=C(c1cccs1)N1CCCC1	0.75	1472	-12	0.9	0.9	2	0.9	10	5	-3	-2
C#CCn1c(=NC(=O)c2cc(-c3cccs3)nc3ccccc23)sc2cc(S(N)(=O)=O)ccc21	-0.33	1457	6	0.9	1.2	-6	1	9	-4	0	0
COc1cccc(N2C(=O)C3CCCN3C2c2cccs2)c1 (centres undefined)	-0.26	1767	3	0.9	0.9	9	0.9	9	-4	2	2
Cc1ccc(NC(=O)C2CC(=O)N/C(=N/NC(=O)c3ccc(C)cc3)S2)cc1 (centres undefined)	.	1581	-10	0.9	1	-4	1	12	5	-2	3
CCNC(=O)NC(=O)CN(C)c1ccccc1	0.37	1457	5	1	1.1	0	1.1	-1	-7	-4	0
Cc1cc(C)cc(NC(=S)N2CCN(c3ccc(F)cc3)CC2)c1	0.065	1535	10	0.9	0.9	2	0.9	11	8	-1	2
